Growth percent in the NCI-60 one-dose screen (48 h, 10 µM unless noted): 100 = growth as untreated, 0 = no growth, -100 = all killed.
SK-OV-3: SK-OV-3 ovarian cancer cells. 80,000 compounds, 3.2% hits
786-0: 786-0 renal cancer cells. 81,000 compounds, 5.1% hits. AID 1794775
UO-31: UO-31 renal cancer | 81,000 compounds, 5.2% hits
TK-10: TK-10 renal cancer cells; AID 1794769; 81,000 compounds, 3.9% hits
OVCAR-5: OVCAR-5 ovarian cancer | 82,000 compounds, 2.9% hits | AID 1794783
OVCAR-4: OVCAR-4 ovarian cancer cells; 80,000 compounds, 3.7% hits
IGROV1: IGROV1 ovarian cancer. 79,000 compounds, 4.7% hits
SN12C: SN12C renal cancer cells. AID 1794767. 81,000 compounds, 3.8% hits
* marks the source's active call; other numbers are inactive results; . = no result given; & = joins results of further samples. Rule for the calls: active = growth percent below 10; inactive = the rest.

Each structure is followed by: SK-OV-3	786-0	UO-31	TK-10	OVCAR-5	OVCAR-4	IGROV1	SN12C
CCCCCC(C)NCC(O)Cc1ccccc1 (stereo not given)
  99.3	93.7	81.4	89.6	105.5	103.9	108.9	93.7
O=C(NCc1cn(Cc2cccc(Oc3ccccc3)c2)nn1)c1cccnc1Nc1ccccc1
  49.6	51.4	54.4	85.2	89.1	74.9	94.1	50.2
Cc1cc2nnc(-c3ccccc3)n2c(SCc2ccccc2)n1
  82.3	95.8	68.4	101.9	92.2	95.1	89.5	94.1
[2H]C1([2H])NC([2H])([2H])C([2H])(c2ccc(-n3cc4cccc(C(N)=O)c4n3)cc2)C([2H])([2H])C1([2H])[2H] (stereo not given)
  96.6	103.3	80.2	98.4	100.6	106.3	83.2	93.3
COc1ccc(C2SCC(=O)N2NC(=O)c2ccc(C)nc2)cc1 (stereo not given)
  107.4	99.4	64.9	147.0	109.0	127.4	49.9	117.0
O=S(=O)(NC1CC2CCC1C2)c1ccc2c(c1)/C(=N/O)c1cc(S(=O)(=O)NC3C4CC5CC(C4)CC3C5)ccc1-2 (stereo not given)
  98.2	99.8	61.0	88.9	91.1	114.3	104.7	88.7
NC(=O)CSc1nc(N)nc2nc[nH]c12
  103.0	111.6	103.8	115.1	97.2	111.6	114.1	93.5
Nc1cc(Br)cc(Br)c1
  92.6	105.2	65.1	142.6	93.9	102.5	.	93.8
N#Cc1ccc(-n2nc(/C=C/c3ccc(F)cc3)cc2/C=C/c2ccc(F)cc2)cc1
  102.9	84.5	67.3	95.5	98.0	101.9	78.8	102.1
CC[C@@H](C)/C=C(C)/C=C/C(=O)c1c(O)c(-c2ccc(O)cc2)cn(OC2CC(=O)CCC(C)OC(=O)CC2O)c1=O (stereo not given in full)
  .	-6.8*	-15.5*	43.1	53.8	.	4.7*	17.5
COc1cc(-c2cc(=O)c3ccc(O)cc3o2)cc(OC)c1OC
  103.1	91.0	58.8	87.6	92.6	95.0	116.7	74.0
C#CCOC(=O)/C=C/c1cn(-c2ccccc2)nc1-c1ccc(Cl)cc1
  92.3	104.3	76.3	99.7	97.1	97.6	90.1	92.7
O=C(C[n+]1cccc2ccccc21)c1ccccc1
  94.2	99.2	70.3	102.1	106.9	108.9	97.6	92.3
COc1ccc2c(c1)C(=O)/C(=C/c1cccnc1Cl)CC2
  96.6	95.9	85.5	97.3	98.5	102.5	99.8	83.0
N#Cc1cnc(C(N)=O)s1
  102.5	104.5	85.2	114.7	100.0	101.3	110.4	107.3

Later entries.
Each structure is followed by: SK-OV-3	786-0	UO-31	TK-10	OVCAR-5	OVCAR-4	IGROV1	SN12C
Nc1nc(N)c2c(n1)NC(c1ccc(F)cc1)CC(c1ccc(Nc3nc(NCCO)nc(N4CCOCC4)n3)cc1)=N2 (stereo not given)
  108.9	81.1	94.6	102.7	98.7	94.0	88.7	93.0
COc1ccc(N2CCN(c3nc(-c4ccccn4)nc4sc5c(c34)CCCCCC5)CC2)cc1
  97.3	.	52.8	.	73.0	40.3	51.4	75.8
Brc1nsc(SSc2nc(Br)ns2)n1
  102.9	115.8	88.6	110.2	108.8	117.0	123.9	104.2
CN(C)C=Nc1nc(=O)n([C@@H]2O[C@H](CO)[C@@H](O)C2(F)F)cc1F
  46.4	31.3	23.0	81.3	98.3	89.0	63.5	87.9
O=[N+]([O-])c1ccc(-c2nc(Cl)c3c(n2)CCCC3)o1
  107.7	106.9	97.8	117.6	103.3	89.6	89.3	42.5
COc1ccc(C2CC(c3ccc(N)cc3)=NN2C(=O)c2cc(-c3ccc(Cl)cc3)nc3ccccc23)cc1 (stereo not given)
  78.6	81.1	65.8	113.4	100.6	103.2	72.5	109.6
COc1ccc(C/C(C)=C(\c2ccc(O)cc2)c2ccc(OCCN3CCOCC3)cc2)cc1
  104.7	103.6	80.0	105.8	104.4	103.4	102.1	103.3
C=CCC(=O)N[C@H](/C=C/C(=O)OCC)Cc1ccc(-c2cc(Cl)cc(Cl)c2)cc1
  80.1	94.3	60.1	74.2	97.1	63.1	87.6	85.5
O=C(O)CCC/C=C\C[C@H]1C=CC(=O)/C1=C/C[C@@H](O)CCc1cccc(C(F)(F)F)c1
  44.3	-31.3*	-88.4*	11.1	8.7*	32.8	.	-24.7*
Cn1cccc1CC(=O)N/N=C\c1ccc(O)cc1O
  86.1	22.6	64.0	79.5	79.2	71.7	86.0	69.5
COc1ccc(C(=O)CC(C(=O)O)c2ccc(OC)c(OC)c2)cc1OC (stereo not given)
  100.0	117.1	88.9	104.8	98.3	112.7	.	97.4
CC1(C)CC(=O)C(CC2=C(N)CC(C)(C)CC2=O)=C(N)C1
  107.7	96.0	85.6	117.8	96.9	106.7	105.2	95.8
Cc1ccc(C2CC(c3ccccc3)=NN2c2nc(-c3cc4ccccc4oc3=O)cs2)cc1 (stereo not given)
  110.6	104.4	70.9	131.6	114.3	89.7	105.0	87.7
Cc1ccc(C2=NN(c3ccc(S(=O)(=O)NC(=O)NCc4ccccc4)cc3)C(c3ccccc3Cl)C2)c(C)c1 (stereo not given)
  81.6	103.9	60.9	98.4	100.2	60.5	110.1	84.7
O=C1C2=C(Nc3cc(Cl)ccc3N2)OC1c1c[nH]c2ccc(COc3ccccc3)cc12 (stereo not given)
  26.7	38.8	51.2	71.6	88.2	31.8	65.3	71.3

Structural class: those above with bromine
Each structure is followed by: SK-OV-3	786-0	UO-31	TK-10	OVCAR-5	OVCAR-4	IGROV1	SN12C
Nc1cc(Br)cc(Br)c1
  92.6	105.2	65.1	142.6	93.9	102.5	.	93.8
Brc1nsc(SSc2nc(Br)ns2)n1
  102.9	115.8	88.6	110.2	108.8	117.0	123.9	104.2

Three compounds from above with just TK-10, SK-OV-3 and OVCAR-5.
Molecule	TK-10	SK-OV-3	OVCAR-5
O=C(O)CCC/C=C\C[C@H]1C=CC(=O)/C1=C/C[C@@H](O)CCc1cccc(C(F)(F)F)c1	11.1	44.3	8.7*
COc1ccc(C2CC(c3ccc(N)cc3)=NN2C(=O)c2cc(-c3ccc(Cl)cc3)nc3ccccc23)cc1 (stereo not given)	113.4	78.6	100.6
O=C1C2=C(Nc3cc(Cl)ccc3N2)OC1c1c[nH]c2ccc(COc3ccccc3)cc12 (stereo not given)	71.6	26.7	88.2

The list goes on.
Each structure is followed by: SK-OV-3	786-0	UO-31	TK-10	OVCAR-5	OVCAR-4	IGROV1	SN12C
C=CCc1ccc(O)c(OC)c1
  115.0&117.9	115.4&109.5	72.3&77.4	103.7	113.3&101.5	111.4&113.0	97.0&110.9	114.7&94.7
O=C(Nc1ccc(CN2CCc3nc4cc(O)c(O)cc4cc32)cc1)Nc1ccc(Cl)c(Cl)c1
  109.6	105.3	68.2	111.9	107.4	96.5	95.3	93.7
COc1ccc2c(c1)c(-c1noc(C(=O)c3cn(C)c4ncccc34)n1)cn2C
  .	87.3	79.4	119.6	100.8	100.8	80.2	89.6
CCCCCCCNC1=C(OCC)C(=O)c2ccccc2C1=O
  111.2	92.8	88.4	131.7	110.4	95.1	113.9	96.4
CC1(C)CN(Cc2ccccc2)CCN1Cc1ccccc1
  122.0	99.6	93.6	96.3	102.9	112.7	100.8	96.1
Cc1nc2c(nnn2-c2ccccc2)c2nc(-c3ccccc3)oc(=O)c12
  114.9	101.3	86.5	104.1	104.6	115.3	111.4	103.3
CCOC(=O)C/C(C)=N\NC(=O)c1ccncc1
  100.9	92.1	101.3	95.8	98.3	98.2	.	99.9
COc1cc2nc(CCC(N)=O)c(CC(N)=O)cc2c(OC)c1OC
  104.8	101.9	93.7	105.1	112.0	113.0	114.5	107.4
CC12SCC(C(=O)NCc3ccccc3)N1C(=O)c1ccccc12 (stereo not given)
  102.1	101.1	99.5	85.3	97.9	102.8	105.6	95.2
CC(=O)Nc1ccc(-n2c(C)nc3c(cnn3-c3ccccc3)c2=O)cc1
  96.0	85.7	.	79.6	106.9	55.2	87.7	73.9
N#C/C(=C\c1cccc2ccccc12)C(=O)Nc1sc2c(c1C#N)CCC2
  96.3	99.9	80.7	118.1	109.6	94.1	100.4	93.9
N#Cc1nnn(-c2ccc(S(N)(=O)=O)cc2)c1NS(=O)(=O)c1ccccc1
  84.9	101.1	86.6	105.9	106.3	118.3	97.6	99.5
O=C1/C(=C/c2cccc3ncccc23)Cc2cc3c(cc21)OCO3
  78.1	87.5	79.9	86.4	104.1	77.4	88.0	88.7
O=C1CCCc2nc3ccccc3c(/C=C/c3ccc(Br)cc3)c21
  78.2	80.7	38.4	65.1	85.1	86.8	68.1	60.1
COc1ccc(OC)c(NC(=O)SC(C)C)c1
  112.3	118.1	80.0	125.8	120.4	111.7	106.3	106.0

(listing goes on)
Each structure is followed by: SK-OV-3	786-0	UO-31	TK-10	OVCAR-5	OVCAR-4	IGROV1	SN12C
Cc1noc(C)c1S(=O)(=O)n1nc(Nc2ccc(Cl)cc2)nc1N
  .	95.7	84.4	102.7	83.5	83.0	90.5	93.5
COC(=O)C1(CC(=O)c2ccc3ccccc3c2)NC(=S)NC(=O)C1C#N (stereo not given)
  109.9	105.1	88.8	102.5	118.1	110.9	116.6	115.4
COc1cc(NC(=O)CSc2nc3ccc(Cl)cc3c(=O)n2-c2ccc(F)cc2)cc(OC)c1OC
  87.6	75.2	40.6	97.8	88.7	77.2	86.6	78.7
Cc1cc(N(CCNc2ccnc3cc(Cl)ccc23)Cc2ccco2)nc(Cl)n1
  -36.3*	-92.8*	-97.0*	-74.4*	-37.5*	-59.7*	-72.1*	-79.2*
Cc1cccc(N2CCN(C3=C(Cl)C(=O)c4ncccc4C3=O)CC2)c1
  92.9	103.8	18.3	117.4	110.6	67.0	73.1	75.1
N=c1nc(N)nc(N)n1-c1ccccc1
  116.0	102.8	98.5	105.3	111.3	108.4	104.6	.
COC(=O)c1c(C)nc(Nc2nc3ccccc3s2)nc1-c1ccc(F)cc1
  108.2	93.3	73.1	102.7	104.3	86.2	95.8	92.2
CCOc1cccc(/C=N/NC(=O)c2ccccc2Nc2ccnc(C(F)(F)F)c2)c1O
  8.4*	3.6*	-15.1*	23.5	13.0	25.0	-13.8*	27.2
CC(=O)OCc1c2ccccc2c(C)c2c1cc(F)c1ccccc12
  93.4	107.4	67.3	153.4	94.0	98.1	74.5	97.1
Cc1cccc(C(C#N)c2ccc(N)cc2)c1 (stereo not given)
  101.3	100.2	90.6	101.2	91.8	105.5	113.1	103.2
CC1=C(C(=O)OCC(C)C)C(c2cccc(C#N)c2)C(C(=O)OCC(C)C)=C(C)N1
  104.5	81.4	79.3	107.8	108.5	83.4	99.6	90.0
COc1cc(-c2nn(-c3cccc(NC(=O)NCCNC(=O)c4ccccc4)c3)cc2-c2ccncc2)ccc1Cl
  33.6	-50.6*	13.6	36.3	33.0	26.6	28.1	25.2
C=CCOc1cccc(/C=C/C(=O)c2sc(N)nc2C)c1
  114.0	105.9	67.0	120.6	146.1	110.2	101.3	92.5
COc1ccc(-c2cc(-c3cc4ccccc4oc3=O)n(-c3ccccc3)n2)cc1
  76.7	-31.5*	.	140.7	91.1	13.2	14.0	67.0
Oc1ccc2ccccc2c1CN(Cc1ccccc1)Cc1cc(Cl)cc(Cl)c1O
  101.1	98.1	67.4	116.2	113.9	102.5	100.2	99.8

New compounds follow.
Each structure is followed by: SK-OV-3	786-0	UO-31	TK-10	OVCAR-5	OVCAR-4	IGROV1	SN12C
CN1C(=O)C(C2=NN(C=O)C(c3ccc(F)cc3)C2)C(=O)N(C)C1=O (stereo not given)
  94.6	100.5	96.6	99.1	97.1	102.4	103.9	97.3
CCOc1cc(C)c(C#N)c(=O)n1Nc1nc2ccccc2[nH]c1=O
  116.8	98.8	100.3	104.3	104.8	117.5	106.5	95.9
Cn1cc(C(c2coc3cc(F)ccc3c2=O)c2cn(C)c3ccccc23)c2ccccc21
  99.5	101.5	80.9	105.7	100.8	125.3	101.5	98.0
CCOC(=O)c1c(Nc2ccccc2)nn2c(N)c(C#N)c(-c3ccc(OC)cc3)nc12
  55.9	32.8	76.7	.	100.9	35.9	85.5	86.6
COc1ccc(CCNC(=O)[C@H](O)[C@@H](N)Cc2ccccc2)cc1OC
  104.2	99.1	89.3	102.1	103.3	107.5	105.2	100.7
CN(Cc1ccccc1)Cc1ccc2ccc(=O)[nH]c2c1O
  100.9	89.9	90.5	81.4	98.2	99.0	112.4	94.4
CSc1nnc2c(=O)[nH]c(=O)n(C)c2n1
  111.2	98.2	103.0	144.1	112.2	103.8	108.4	107.9
Cc1cnc(N)s1
  89.7	105.8	81.6	114.3	90.7	102.9	103.1	97.2
COc1ccc(C(Cc2ccccc2)NC(C)(C)CNC(C)C)cc1 (stereo not given)
  100.4	93.7	81.0	93.1	101.6	113.1	91.6	98.9
CCCC1(C=O)NC(=O)NC1=O (stereo not given)
  82.3	103.3	98.3	96.7	97.0	110.1	111.6	94.3
CC(=O)Nc1ccc(-c2nc(N3CCOCC3)c3c4c(sc3n2)CCCC4)cc1
  77.8	87.1	52.9	113.2	92.3	75.0	66.7	77.8
Cc1cc(=O)n(C(C)c2ccccc2)n1C(C)c1ccccc1 (stereo not given)
  105.7	105.5	89.1	105.6	106.4	102.6	108.2	96.6
Cn1c(=O)c2c(nc(Nc3ccccc3)n2CCNC(=O)c2ccccc2)n(C)c1=O
  88.3	106.7	67.0	105.2	100.8	112.2	97.7	91.3
COc1ccc(-c2coc3c(CO)c(O)ccc3c2=O)cc1
  84.7	90.3	24.3	75.2	102.3	75.6	61.2	10.1
COc1ccc(C(O)c2cc3c(N)c(C(=O)Nc4cccc5ccccc45)sc3nc2C)cc1 (stereo not given)
  18.3	16.2	25.8	63.8	21.5	34.5	9.7*	14.4
C=C1C(=O)O[C@H]2[C@H]1CC/C(CNC(=O)c1cc3cc(OC)ccc3[nH]1)=C\CC[C@@]1(C)O[C@@H]21
  59.3	-67.2*	-75.8*	-83.0*	-20.4*	-3.2*	-19.8*	-38.5*
C#Cc1ccc(C(=O)NCc2ccc(/C=C/C(=O)c3nccn3C)cc2)cc1
  50.2	19.3	29.3	45.1	26.8	39.0	13.1	14.8
Cc1ccc(C(C)C)cc1C(O)CN1CCCCC1 (stereo not given)
  109.3	102.3	88.9	14.2	91.9	96.2	93.1	99.2

Bioassay records (PubChem)
